Screens from PubChem.
PMI inhibitors – MPI enzyme activity inhibition – biochemical, fluorescence intensity, coupled assay, primary screen (AID 1209); inhibition, % at 20 µM; hits with a dose series show IC50 in µM; purified PMI enzyme, coupled fluorescence intensity; higher % means a stronger effect; actives 0.42% (n = 190,000);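 note: plate controls were DMSO vehicle for no effect and wells lacking substrate for full effect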
human PMI inhibitors – MPI inhibition at elevated mannose 6-phosphate – biochemical, fluorescence intensity, high mannose 6-phosphate, primary screen (AID 1220) | recombinant PMI enzyme, coupled fluorescence intensity; higher % means a stronger effect | one-dose inhibition, % at 20 µM; IC50 in µM for titrated hits | actives 0.66% (n = 190,000)
RSV CPE inhibition – inhibition of RSV-induced cytopathic effect – HEp-2 cells, primary 10 µM value included (AID 2391); HEp-2 cells, RSV-induced CPE inhibition; higher % means a stronger effect; actives 0.13% (n = 310,000); CPE inhibition, % at 10 µM, or IC50 in µM where a hit was titrated; in the data active = a potency from the dose series; inconclusive = CPE inhibition mostly from about 23% at the one dose, without a potency; inactive = the rest, 99 in 100 with CPE inhibition below about 21%; note: strong numbers were not always called active
TNAP activation fold – human TNAP enzyme activators, primary screen, biochemical, luminescent, no phosphate acceptor, uHTS (AID 1001). purified TNAP, luminescent activation assay, no phosphate acceptor; higher activation fold means a stronger effect. activation fold at 20 µM, or EC50 in µM where a hit was titrated. actives 0.03% (n = 200,000); in the data active = activation fold from about 3, or a potency from the dose series; inactive = the rest, 99 in 100 with activation fold below about 1.6; note: many of its hits are not listed in these tables
ER stress rescue – rescue of cells from ER stress-induced death, primary screen, 384-well, CSM14.1, thapsigargin, ATP luminescence (AID 1222). CSM14.1 thapsigargin-induced death rescue, ATP luminescence; higher % means a stronger effect. 190,000 tested, under 10 active. cellular ATP content (survival), % at 20 µM, or EC50 in µM where a hit was titrated;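 active = EC50 below 50 µM in the dose-response confirmation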;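 note: death triggered by thapsigargin at about 15 µM added after 2 h compound pretreatment; cell ATP read after overnight thapsigargin exposure of roughly 18 to 22 hours; normalized against plate controls of thapsigargin alone and 5% DMSO vehicle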
West Nile virus CPE – inhibition of WNV-induced cytopathic effect – cell-based, CPE readout (AID 1621); actives 0.02% (n = 290,000); CPE inhibition, % at 10 µM, or IC50 in µM where a hit was titrated; West Nile virus-infected cells, CPE inhibition; higher % means a stronger effect; in the data active = a potency from the dose series; inconclusive = CPE inhibition mostly from about 3.7% at the one dose, without a potency; inactive = the rest, 99 in 100 with CPE inhibition below about 2.2%; note: strong numbers were not always called active
Large T inhibition – TAg ATPase/helicase activity blockers – biochemical (AID 1903); SV40 large T antigen ATPase/helicase inhibition assay; higher % means a stronger effect; one-dose inhibition, % at 20 µM; IC50 in µM for titrated hits; actives 0.39% (n = 310,000); in the data active = a potency from the dose series; inconclusive = inhibition mostly from about 32% at the one dose, without a potency; inactive = the rest, 99 in 100 with inhibition below about 32%; note: strong numbers were not always called active
Ins promoter up – MIN6 insulin promoter up-regulation; MIN6 insulin promoter-GFP reporter, high-content imaging; active compounds read high; z-score at 5 µM; actives 0.3% (n = 190,000);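 active = z-score above 3 at 5 µM with at least 500 cells counted in the well; inconclusive = wells under 500 cells, flagged as cytotoxic or low count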
Salmonella PhoP GFP – PhoP-dependent GFP reporter repression – Salmonella Typhimurium, primary screen (AID 1863) | S. Typhimurium PhoP-regulated promoter GFP reporter, 4 h; higher % means a stronger effect | inhibition, % at 50 µM, or IC50 in µM where a hit was titrated | actives 0.16% (n = 300,000);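 active = inhibition over 29.93%, a cutoff 3 SD above the screen mean, later confirmed by dose response; inconclusive = inhibition over 29.93% but no dose response follow-up; inactive = inhibition at most 29.93% or unconfirmed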;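 note: 0% = low Mg2+ inducing control and 100% = high Mg2+ repressing control; strong numbers were not always called active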
Ins promoter up cell count – also measured in Ins promoter up; calls as there; cell count; measured here: cytotoxicity, nuclei count;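 total cells summed across four imaged fields per well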
* marks the source's active call; other numbers are inactive results; ? = inconclusive; nt = not tested or not shown. Cut-off read from the data, not from the text of the source, unless noted: active = inhibition above about 50%; inactive = the rest.

The line under a structure holds: Large T inhibition | ER stress rescue | RSV CPE inhibition | PMI inhibitors | Salmonella PhoP GFP | human PMI inhibitors | TNAP activation fold | West Nile virus CPE | Ins promoter up | Ins promoter up cell count
> CC1=C/C(=N\S(=O)(=O)c2ccccc2)C(C(C)C)=CC1=O
  8% | 5.0% | 6.0% | 13% | 1% | 33% | 1.2 | 1.0% | -0.2 | 1652
> O=C(Nc1cccc(F)c1)c1ccc(-c2ccccc2C(F)(F)F)o1
  5% | -4.4% | nt | 4% | 1% | 2% | 1 | -0.5% | -0.94 | 834
> COc1ccc(C(=O)Nc2ccc3ncccc3c2)cc1
  5% | nt | 2.4% | nt | -8% | nt | nt | -0.6% | nt | nt
> O=C(Nc1nc2ccccc2c(=O)s1)c1ccc(F)cc1Cl
  1% | nt | 1.9% | nt | 5% | nt | nt | -0.3% | nt | nt
> CCn1c2ccccc2c2cc(/C(C)=N/O)ccc21
  0% | 2.2% | -2.3% | 7% | -3% | 13% | 1.1 | nt | 0.41 | 1496
> CSC(=S)N/N=C(\C)c1ccccc1
  19% | 0.3% | 0.6% | -10% | -6% | -7% | 1.3 | -0.3% | -0.34 | 1618
> Cc1ccc(C)c(NS(=O)(=O)c2ccc(-c3cnc(C4CC4)o3)cc2)c1
  8% | nt | 13% | nt | 12% | nt | nt | 1.0% | nt | nt
> CN1CCN(Cc2nnc(-c3ccccc3)o2)CC1
  10% | nt | 0.6% | nt | -2% | nt | nt | 0.5% | nt | nt
> CC(=O)C1(C)N(O)C(C)(C)C(c2cccs2)=[N+]1[O-] (centres undefined)
  -3% | 0.3% | -1.0% | nt | -2% | nt | 1.1 | 0.3% | 0.28 | 1501
> COc1ccc(N2CCN(C(=O)c3cc(N4C(=O)C5C6CCC(C6)C5C4=O)ccc3Cl)CC2)cc1 (centres undefined)
  17% | -1.3% | ? | 14% | -2% | 9% | 1.1 | -1.8% | 0.34 | 1481
> CCc1ccc(NC(=O)COC(=O)CCc2nc3cc(S(=O)(=O)N(CC)CC)ccc3n2C)cc1
  12% | -2.0% | 0.6% | 17% | 10% | 12% | 1 | -0.6% | -0.57 | 1511
> CC(=O)NC(CC(=O)OCC(=O)N1CCc2ccccc21)c1ccccc1 (centres undefined)
  6% | nt | 1.4% | nt | -9% | nt | nt | -0.5% | nt | nt
> O=C(Nc1ccccc1F)C1CCN(C(=O)NCc2ccccc2)CC1
  19% | nt | 3.2% | nt | 4% | nt | nt | -0.4% | nt | nt
> Cc1cccn2c(=O)c(C=NCCO)c(Nc3ccc(Cl)cc3)nc12
  -3% | -0.9% | 6.6% | 0% | 2% | -1% | 1.1 | -0.1% | 0.03 | 1076
> O=C(Nc1ccccc1C(=O)NCc1ccco1)c1ccccc1
  7% | 1.7% | 0.8% | 16% | 1% | 11% | 1 | -0.2% | 0.14 | 1279
> Cc1ccc(NS(=O)(=O)c2cc(C(=O)N3CCc4ccccc4C3)ccc2Cl)cc1
  -3% | -1.3% | 3.9% | 16% | -10% | 19% | 1.1 | -0.1% | -0.4 | 1470
> CCOc1cc(C(c2c(C)[nH][nH]c2=O)c2c(C)[nH][nH]c2=O)ccc1OS(=O)(=O)c1ccc(C)cc1
  -1% | -2.2% | 0.8% | 14% | -2% | 7% | 1.1 | -0.7% | -0.21 | 881
> COc1ccc2c(c1)/C(=N/OC(=O)c1cccs1)CCC2
  -2% | -2.5% | 3.5% | 0% | -1% | 1% | 1.1 | 0.1% | 0.4 | 1196
> COc1nc(C)cc(C)c1S(=O)(=O)c1ccccc1
  -5% | nt | 0.3% | nt | 17% | nt | nt | -0.2% | nt | nt
> COc1ccc(N2CCN(C(=O)CNC(=O)c3ccco3)CC2)cc1
  17% | nt | 1.0% | nt | -6% | nt | nt | 0.3% | nt | nt

The last 2 compounds of the section before come first, to join the parts.
The line under a structure holds: Large T inhibition | ER stress rescue | RSV CPE inhibition | PMI inhibitors | Salmonella PhoP GFP | human PMI inhibitors | TNAP activation fold | West Nile virus CPE | Ins promoter up | Ins promoter up cell count
> COc1nc(C)cc(C)c1S(=O)(=O)c1ccccc1
  -5% | nt | 0.3% | nt | 17% | nt | nt | -0.2% | nt | nt
> COc1ccc(N2CCN(C(=O)CNC(=O)c3ccco3)CC2)cc1
  17% | nt | 1.0% | nt | -6% | nt | nt | 0.3% | nt | nt
> O=C(c1cccc(Oc2ccc([N+](=O)[O-])cc2Cl)c1)N1CCCCC1
  -2% | -1.6% | 2.4% | 0% | 1% | 1% | 1.1 | -1.2% | -0.79 | 1407
> CC(NC(=O)c1ccco1)C(=O)N(C)Cc1ccc(C(F)(F)F)cc1 (centres undefined)
  10% | nt | 1.5% | nt | -3% | nt | nt | -0.7% | nt | nt
> COc1ccc(CC(=O)Nc2ccc3c(C)cc(=O)oc3c2)cc1OC
  11% | 3.2% | 1.6% | 1% | -3% | -6% | 1.1 | 0.3% | -0.17 | 1329
> COC(=O)c1cc(NS(=O)(=O)c2ccc(N3CCOCC3)c(N)c2)cc(C(=O)OC)c1
  21% | -1.7% | 2.2% | 7% | 8% | 11% | 1 | -0.8% | 0.15 | 1333
> O=C(CN1C(=O)S/C(=C\C=C\c2ccccc2)C1=O)N1CCCCC1
  9% | nt | 1.5% | nt | 1% | nt | nt | -0.7% | nt | nt
> Nc1nc(NCCOCCO)nc(Nc2cccc(F)c2)c1[N+](=O)[O-]
  -2% | nt | 4.0% | nt | 2% | nt | nt | 0.2% | nt | nt
> Oc1ccccc1-c1nc2c3ccccc3c3ccccc3c2[nH]1
  1% | nt | 11µM* | nt | -2% | nt | nt | 1.1% | -0.31 | 1239
> N=C1SC(CC(=O)Nc2ccc([N+](=O)[O-])cc2)C(=O)N1c1ccccc1 (centres undefined)
  9% | nt | 4.8% | nt | -11% | nt | nt | 0.0% | -0.19 | 1318
> Cc1ccc(C(=O)N/C(=C/c2cccnc2)C(=O)NCc2ccco2)cc1
  9% | 2.5% | 2.6% | 14% | -5% | 6% | 1.1 | 0.7% | 0.14 | 1551
> O=C(O)CCCCCN1C(=O)C(O)=C(C(=O)/C=C/c2ccccc2)C1c1ccc2c(c1)OCO2 (centres undefined)
  nt | -0.5% | -0.5% | 2% | nt | 8% | 1 | 0.4% | -0.14 | 1449
> COc1ccc(CNC(=O)COC(=O)c2ccc3c(c2)OCCO3)cc1
  0% | -0.7% | 0.5% | -4% | -2% | 2% | 1.2 | 0.4% | -0.61 | 1034
> CC(C)NC(=O)C1CCN(C2CCN(Cc3nc4ccccc4s3)CC2)CC1
  6% | -0.9% | -0.1% | 2% | -2% | 4% | 1 | -0.9% | -0.11 | 1371
> CCCOc1ccccc1-c1nc(SCCC(=O)O)n[nH]1
  5% | -1.1% | 2.0% | 6% | 3% | -1% | 0.9 | 0.3% | 0.02 | 1295
> O=C(OCc1cccc([N+](=O)[O-])c1)c1ccncc1
  4% | -0.1% | 0.9% | 13% | 0% | 10% | 1 | -0.1% | nt | nt
> Cc1cc(C)c(OCC(=O)N2CCN(c3ncc(C(F)(F)F)cc3Cl)CC2)c(C)c1
  7% | nt | 15% | nt | 12% | nt | nt | -0.2% | nt | nt
> O=C(NC1CCCCC1)N1CCNCC1
  6% | nt | 0.9% | nt | -4% | nt | nt | -0.1% | nt | nt
> O=c1c2ccccc2nc2n1C(CSc1ccc(Cl)cc1)CN2 (centres undefined)
  12% | -1.6% | 2.0% | 4% | 9% | 1% | 0.9 | -0.1% | 0.33 | 1418
> COc1ccc(O)c(-c2cc(-c3cccs3)[nH]n2)c1
  4% | -1.8% | 20% | 5% | 7% | 10% | 2.1 | -0.4% | 0.13 | 1126
> CCN(CC)c1ccc(/C=N/OCC(=O)N2CCCc3ccccc32)cc1
  14% | -0.1% | 2.6% | 21% | 7% | 18% | 1.2 | -0.7% | 0.01 | 1485
> CC(CCc1ccccc1)NC(=O)COC(=O)c1cccc2ccccc12 (centres undefined)
  8% | -0.5% | 1.4% | 12% | 4% | 8% | 1.1 | -0.6% | 0.41 | 1317
> Cc1ccc(C(=O)C2C(c3cccs3)NC(=O)NC2(O)C(F)(F)F)cc1 (centres undefined)
  5% | -3.7% | 1.9% | 10% | 3% | 8% | 1.1 | -0.3% | 0.03 | 1483
> COCC1OS(=O)(=O)NC(CC(=O)SC(C)(C)C)C1C (centres undefined)
  6% | nt | 1.7% | nt | -10% | nt | nt | -0.6% | nt | nt
> Cc1nc2ccc(NC(=O)c3nn(C(C)C)c(=O)c4ccccc34)cc2s1
  24% | -3.0% | 4.2% | 13% | 5% | 4% | 1.1 | 0.6% | -0.4 | 1440
> COc1cccc(C2NC(=O)NC(C)=C2C(=O)Nc2cccc(C)c2C)c1 (centres undefined)
  24% | -1.0% | 0.1% | -3% | 1% | -1% | 1.1 | -0.1% | 0.31 | 1132
> CCS(=O)(=O)c1ccc2oc(Nc3ccccc3Br)nc2c1
  8% | nt | 4.7% | nt | -4% | nt | nt | -0.1% | -0.72 | 1271
> Cn1ncc(Cl)c(Oc2ccc(Cl)cc2)c1=O
  12% | -1.3% | 1.2% | 2% | -3% | -11% | 1.1 | -0.7% | nt | nt
> COc1ccccc1-c1nnc2sc(COc3ccc(F)cc3)nn12
  3% | 1.6% | 2.7% | 4% | 8% | -6% | 1 | nt | -0.66 | 1477
> Cc1ccc(N(CC(=O)Nc2ccc(-c3nc4ccc(C)cc4s3)cc2)S(C)(=O)=O)cc1
  6% | -1.4% | 3.1% | 3% | 1% | 2% | 1 | 0.1% | 0.42 | 1559
> COCC(C)n1c(C)cc(C(=O)Cn2nc(C(=O)O)c3ccccc3c2=O)c1C (centres undefined)
  9% | nt | 1.4% | 10% | 5% | 10% | 1 | 0.8% | 0.63 | 1079
> CCOP(=O)(OCC)/C(C#N)=C/c1c[nH]c2ccccc12
  8% | nt | 3.5% | nt | -1% | nt | nt | -0.1% | -0.25 | 1385
> C#CCN(CC=C)C(=O)c1cccc(OC2CCN(S(C)(=O)=O)CC2)c1
  7% | nt | 3.3% | nt | -3% | nt | nt | -1.0% | nt | nt
> CCN(CC)CCNC(=O)CNC(=O)c1nn(-c2ccc(OC)cc2OC)c(=O)c2ccccc12
  3% | nt | 0.0% | nt | -8% | nt | nt | 0.6% | nt | nt
> N#CC(C#N)=C1C=C2C=C(N3CCCCCC3)CCC2CC1 (centres undefined)
  22% | -1.0% | nt | 33% | -217% | 51%* | 0.9 | -1.7% | nt | nt
> O=C(NCc1ccc(Cl)cc1)c1ccc2nc[nH]c2c1
  14% | -1.8% | nt | -2% | -2% | -4% | 2.2 | -0.3% | -0.03 | 1233
> COc1ccccc1NC(=O)/C(=C/c1cccc([N+](=O)[O-])c1)c1ccccc1
  4% | -0.1% | ? | 21% | -7% | 12% | 1.1 | -0.7% | -0.19 | 1445
